Screening data: PubChem BioAssay, Broad Institute
DENV2 CPE rescue: inhibitors of DENV2 cytopathic effect; CPE inhibition, % at 9.99 µM; AID 651640; DENV2-infected cells, cytopathic effect rescue, plate reader; 350,000 compounds, 1.7% hits; in the data active = CPE inhibition above about 20%, passing the limit was not always enough; inconclusive = no clear call, values can overlap the other calls; tested in BHK-21 cells;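 note: 0% = median of neutral control wells and 100% = median of positive control wells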
SIRT5 inh: inhibitors of human sirtuin-5 desuccinylase; Purified SirT5, succinyl-peptide AMC, trypsin-coupled fluorescence; inhibition, % at 15 µM; 330,000 compounds, 1.1% hits; in the data active = inhibition above about 15%; inconclusive = no clear call, values can overlap the other calls
Casp6 inh: blocks human caspase-6 cleavage activity; P55212; purified caspase-6, Z-VEID-R110 cleavage fluorescence; inhibition, % at 12.5 µM; 350,000 compounds, 0.53% hits; AID 686996;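 active = mean inhibition across replicates at least about 35%, with every replicate also reaching that limit, limit read from the data; inconclusive = only one of the two criteria met; inactive = neither criterion met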;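 note: 0% = median of neutral control wells and 100% = no fluorescence left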
F508del corr: CFTR F508del correction in bronchial cells. activity (quench increase), % at 7.58 µM. CFBE cells, YFP halide quenching; stimulated with forskolin plus potentiator P3; % fluorescence drop versus neutral controls. AID 720511. 350,000 compounds, 0.36% hits;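 active = mean added fluorescence quench of at least 8% versus neutral control, with both replicates also reaching 8%; inconclusive = only one of the mean or replicate conditions met; inactive = mean below 8% and not both replicates reaching 8%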;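 note: cells transiently co-express mutant CFTR-F508del with the halide-sensitive YFP; corrector assay measuring rescue of mutant channel to the surface after 24 h compound exposure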
ERAP1 inh: blocks human ERAP1 aminopeptidase activity. recombinant ERAP1, Leu-AMC fluorescence, 60 min. 340,000 compounds, 0.15% hits. AID 652197. inhibition, % at 10.7 µM;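 active = mean replicate inhibition of at least 30%, or all replicates individually reaching that 30% level; inactive = mean below 30% and not every replicate reaching it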;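 note: 0% = neutral control wells and 100% = L-leucinethiol positive control wells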
Target sequence (Q9NZ08 whole entry, looked up): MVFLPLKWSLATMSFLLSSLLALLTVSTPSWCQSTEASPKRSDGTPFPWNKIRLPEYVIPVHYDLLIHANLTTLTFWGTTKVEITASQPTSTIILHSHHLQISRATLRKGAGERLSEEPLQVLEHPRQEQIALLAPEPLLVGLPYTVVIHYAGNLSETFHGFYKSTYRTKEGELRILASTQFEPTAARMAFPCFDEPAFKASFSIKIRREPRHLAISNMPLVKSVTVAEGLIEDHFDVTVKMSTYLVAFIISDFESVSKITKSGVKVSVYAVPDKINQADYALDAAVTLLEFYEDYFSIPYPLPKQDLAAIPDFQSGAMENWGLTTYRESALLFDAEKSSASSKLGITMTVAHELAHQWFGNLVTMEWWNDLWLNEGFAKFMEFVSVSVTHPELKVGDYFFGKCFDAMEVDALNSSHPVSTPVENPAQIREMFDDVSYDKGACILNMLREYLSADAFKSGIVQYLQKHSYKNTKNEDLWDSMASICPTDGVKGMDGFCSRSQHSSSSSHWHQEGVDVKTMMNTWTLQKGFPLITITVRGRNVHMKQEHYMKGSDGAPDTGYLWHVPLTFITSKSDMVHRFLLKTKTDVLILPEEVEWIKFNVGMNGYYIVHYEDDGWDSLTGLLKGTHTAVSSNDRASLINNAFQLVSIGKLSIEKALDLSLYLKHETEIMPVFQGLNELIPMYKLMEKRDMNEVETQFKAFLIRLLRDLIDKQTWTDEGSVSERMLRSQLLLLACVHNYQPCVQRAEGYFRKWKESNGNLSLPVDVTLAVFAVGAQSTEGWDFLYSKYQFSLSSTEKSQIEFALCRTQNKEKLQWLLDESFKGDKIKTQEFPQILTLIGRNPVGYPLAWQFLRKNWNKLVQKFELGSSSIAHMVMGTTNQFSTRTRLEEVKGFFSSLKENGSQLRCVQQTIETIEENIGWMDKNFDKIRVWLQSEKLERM
ERp5 block: ERp5 (human) disulfide isomerase inhibition; 350,000 compounds, 0.05% hits; inhibition, % at 9.99 µM; ERp5 insulin aggregation, absorbance 650 nm, 90 min; Q15084;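 active = mean replicate inhibition above about 25%, with every replicate also reaching it, limit read from the data, passing the limit was not always enough; inconclusive = only one of those two criteria met; inactive = neither criterion met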
miR122 inh: blocks miR-122 activity in Huh7 sensor cells. Huh7 miR-122 Renilla luciferase sensor, 48 h; neutral wells = 0, positive control = 100. activation (reporter increase), % at 12.5 µM. 340,000 compounds, 0.3% hits. AID 602342;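 active = mean replicate activation score at least 90 and every replicate individually at or above 90; inconclusive = only one of the two criteria met; inactive = neither criterion met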;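 note: higher luciferase means less miR-122 activity so hits act as miR-122 inhibitors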
Numbers without * were called inactive; u = inconclusive; x = no result given; [ ] = dose if it differs, or a comment.

Start of the listing, in advance:
DENV2 CPE rescue	SIRT5 inh	Casp6 inh	F508del corr	ERAP1 inh	ERp5 block	SMILES	miR122 inh
1	0	1	1.0	2	-2	CNC(=O)C[C@H]1CC[C@H]2[C@H](COc3ccc(NC(=O)Nc4ccc(F)c(F)c4)cc3C(=O)N2C)O1	25[16.7 µM]
u	x	-2	-2.1	x	4	COC(=O)c1ccc2nc(-c3cccc(Br)c3)c(Cc3ccc(OC)cc3C)n2c1	-4
-1	0	-18	-1.7	3	4	O=C(CSc1nc2ccccc2s1)NCCCN1CCOCC1	x

All compounds of this part (from the top)
DENV2 CPE rescue	SIRT5 inh	Casp6 inh	F508del corr	ERAP1 inh	ERp5 block	SMILES	miR122 inh
1	0	1	1.0	2	-2	CNC(=O)C[C@H]1CC[C@H]2[C@H](COc3ccc(NC(=O)Nc4ccc(F)c(F)c4)cc3C(=O)N2C)O1	25[16.7 µM]
u	x	-2	-2.1	x	4	COC(=O)c1ccc2nc(-c3cccc(Br)c3)c(Cc3ccc(OC)cc3C)n2c1	-4
-1	0	-18	-1.7	3	4	O=C(CSc1nc2ccccc2s1)NCCCN1CCOCC1	x
4	-2	8	-2.9	-3	3	Cc1nn(-c2ccccc2)c(C)c1/C=C/C(=O)OCC(=O)N(C)C1CCS(=O)(=O)C1 (stereo not given)	-3
u	-1	-1	-0.4	-2	2	COc1ccc(Cl)cc1S(=O)(=O)N1CCN=C1C	32
0	x	x	0.0	x	x	CCCNC(=O)C[C@H]1C[C@H]2c3cc(NS(=O)(=O)c4ccccc4)ccc3O[C@H]2[C@@H](CO)O1	4[16.7 µM]
3	1	0	3.1	14	0	Cc1ccc(C(C)C)c(OCC(=O)NNC2=CC(=O)CC(C)(C)C2)c1	-5
2	0	3	5.9	-4	-1	COc1ccc(N2CC(C(=O)Nc3nnc(SCC(=O)N4CCCC4)s3)CC2=O)cc1 (stereo not given)	x
-3	-2	-2	-1.1	2	-2	C[C@H](NC(=O)C[C@@H]1C[C@@H]2c3cc(NC(=O)c4cccnc4)ccc3O[C@@H]2[C@H](CO)O1)c1ccccc1	-5[16.7 µM]
11	-5	-1	-3.3	1	8	Cc1ccc(C2C3=C(CCCC3=O)OC3=C2C(=O)CCC3)cc1	x
-9	-1	18	1.1	0	0	C[C@@H]1ON(C)[C@H]2C[C@H]3c4cc(-c5cccc(F)c5)ccc4CCN3C(=O)[C@@H]12	0
0	-1	1	1.5	x	3	CCOC(=O)C1=C(c2ccccc2)c2ccc(OC)cc2N(S(=O)(=O)C(F)(F)F)C1C(=O)OCC (stereo not given)	2
u	5	-9	2.6	10	1	C[C@@H]1CN([C@H](C)CO)C(=O)c2cc(C#Cc3ccccc3)cnc2O[C@H]1CN(C)S(=O)(=O)c1ccccc1F	-3[16.7 µM]
u	-6	3	-4.7	4	10	Cc1cccc(N2CCN(C(=O)C3CC(=O)N(C4CCCC4)C3)CC2)c1C (stereo not given)	-7
-1	-3	-4	-1.0	1	2	COc1ccc(C(=O)n2nc(C)c(Br)c2C)cc1OC	-8
3	-1	-1	-0.3	6	2	COc1ccc(C2NC(=O)CCC2[N+](=O)[O-])cc1 (stereo not given)	-4
39*	-4	0	3.4	10	-1	Cn1c(=O)c2c(nc3n2CC(O)CN3c2ccc(O)cc2)n(C)c1=O (stereo not given)	-2
u	-2	1	-2.9	2	-6	CCOC(=O)c1ccccc1NC(=O)c1ccc2c(=O)n3c(nc2c1)CCCCC3	-6
-5	-5	-24	-1.1	2	3	CCN(CC)CCN1CCN(c2cncc(-c3ccc4ccccc4c3)n2)CC1	x
0	2	1	1.6	1	4	CS(=O)(=O)c1ccc(C(=O)Nc2ccc(-c3nc4ccccc4[nH]3)cc2)cc1	-4

Record cards (already shown). Order of screens: DENV2 CPE rescue | SIRT5 inh | Casp6 inh | F508del corr | ERAP1 inh | ERp5 block | miR122 inh
COc1ccc(C(=O)n2nc(C)c(Br)c2C)cc1OC in the list: -1 | -3 | -4 | -1.0 | 1 | 2 | -8
CS(=O)(=O)c1ccc(C(=O)Nc2ccc(-c3nc4ccccc4[nH]3)cc2)cc1 in the list: 0 | 2 | 1 | 1.6 | 1 | 4 | -4
CCOC(=O)C1=C(c2ccccc2)c2ccc(OC)cc2N(S(=O)(=O)C(F)(F)F)C1C(=O)OCC (stereo not given) in the list: 0 | -1 | 1 | 1.5 | x | 3 | 2

New compounds follow.
DENV2 CPE rescue	SIRT5 inh	Casp6 inh	F508del corr	ERAP1 inh	ERp5 block	SMILES	miR122 inh
-2	-4	3	1.9	1	-1	CCOC(=O)C1(Cc2cccc(F)c2)CCN(C(=O)C2CCC2)CC1	x
0	-2	1	-4.0	-6	u	CC1=NC(C)(C)Cc2cc(C)c(C)cc21	x
-8	0	-5	-0.3	-1	7	CCCCOc1c(Cl)cc(C(=O)N2CCN(CC(=O)N3CCCC3)CC2)cc1OCC	0
2	-6	2	-2.4	7	2	Cn1ncc(Cl)c1C(=O)NCC1CCCO1 (stereo not given)	4
-3	0	-3	1.6	-1	0	CC(C)NC(=O)Nc1ccc2c(c1)C(=O)N([C@@H](C)CO)C[C@H](C)[C@@H](CN(C)S(=O)(=O)c1ccccc1)O2	5[16.7 µM]
5	x	10	4.7	-2	-1	O=C(Nc1ccncc1)c1cc(C2CCCCN2C(=O)CCCc2ccccc2)on1 (stereo not given)	2
-5	-1	3	-1.1	0	-3	O=C1CNC[C@@H]2[C@H](c3ccc(C4=CCCCC4)cc3)[C@H](CO)N12	x
u	-3	-2	-1.3	-2	0	O=C(C1CC(=O)N(c2ccc(F)cc2)C1)N1CCCCCC1 (stereo not given)	6
-1	x	5	2.8	x	-1	Cn1c(-c2ccc(F)cc2)cc2onc(-c3c(F)cccc3Cl)c2c1=O	x
-5	-6	-3	2.2	0	7	COC(=O)C[C@H]1c2cc(F)ccc2S(=O)(=O)N1c1ccc(N(C)C)cc1	-1
4	x	-3	-0.7	2	3	Cc1ccccc1C(=O)N1CCC1(C)C(=O)NC(C)C (stereo not given)	-2
-3	-8	1	-2.6	4	2	O=C(CSc1ccc(F)cc1)Nc1ccc(N2CCOCC2)c(Cl)c1	x
93*	7	-2	0.6	1	1	C[C@H](CO)N1C[C@H](C)[C@H](CN(C)C(=O)c2ccccc2)Oc2cc(C3=CCCCC3)ccc2S1(=O)=O	12[16.7 µM]
-4	-1	-1	x	-3	3	CCN(CC)CC(O)c1cccn1-c1ccc(CNC(=O)NC(C)C)cc1 (stereo not given)	x
7	-4	0	-1.2	4	1	Cc1ccc(-c2nc(=S)c3c(n2Cc2cccnc2)CC(C)(C)OC3)cc1	0
0	-4	-2	-1.4	-2	2	CC1CC(=O)N(CC(=O)Nc2ccc(F)cc2)c2ccccc2S1(=O)=O (stereo not given)	x
0	-5	-2	2.6	1	-3	COC(=O)COc1ccc2oc(=O)cc(-c3cc4ccccc4o3)c2c1	1
-3	-3	1	-1.9	-3	x	COc1ccc(OC)c(Nc2nc(NCCC(C)C)nc(N)c2[N+](=O)[O-])c1	x
11	1	1	-2.2	-1	2	CC(Sc1nnc(N)s1)C(=O)NCc1ccc2c(c1)OCO2 (stereo not given)	x
u	-12	0	0.9	-5	5	Cc1cccc(S(=O)(=O)c2c(N)n(-c3ccccc3)c3nc4ccccc4nc23)c1	33
-1	x	-3	-2.6	-3	-6	CO[C@@H]1CN(C)C(=O)c2ccc(NC(=O)c3cc(C)on3)cc2OC[C@@H](C)N(S(=O)(=O)c2ccc(F)cc2)C[C@H]1C	x
11	-1	-1	3.4	x	-1	CCCCCCCCC(c1nc2ccccc2[nH]1)N1CCN=C(c2ccccc2)C1=O (stereo not given)	-8
-1	x	x	-0.3	x	x	CCCNC(=O)N1C[C@@H]2[C@H](c3ccccc31)[C@@H](CO)N2C(=O)C1CCOCC1	-39[16.7 µM]
3	-1	-3	1.2	x	0	CCN1C(=O)CSC1=Nc1ccc(OC)cc1	-4
-13	-1	2	-2.1	-3	0	CCOC(=O)/C=C/c1ccccc1S(=O)(=O)NC(C)(C)C	x
2	-2	0	3.3	-2	-1	Cc1oc(-c2ccccc2F)nc1CS(=O)(=O)CC(=O)N1CCc2ccccc21	1
-4	5	1	-0.1	-2	-1	COc1ccc(-c2cnnc(N/N=C/c3ccc(C)o3)n2)cc1	2
-8	-7	0	-2.2	-3	9	O=C(NC1CCCCC1)C(C1CC1)n1c(=O)c(-c2ccccc2)nc2ccccc21 (stereo not given)	x
2	0	2	-0.3	0	-5	CCCn1nnnc1NC(=O)c1ccc2ccccc2c1	x
6	5	-2	0.5	1	1	COc1cc2c(cc1OC)C1=C(C#N)CN(CC(=O)O)CN1CC2	-8
15	-5	1	-1.6	-7	1	COc1ccc(OCCCC(=O)Nc2cccc(S(=O)(=O)N3CCCCCC3)c2)cc1	0
3	0	-1	1.1	1	4	O=C(CCCc1ccccc1)NCCS(=O)(=O)N1CCN(c2ccccc2F)CC1	x
5	0	3	-0.5	0	-2	COCC(=O)Nc1ccc2c(c1)[C@H]1C[C@H](CC(=O)N3CCOCC3)O[C@@H](CO)[C@H]1O2	2[16.7 µM]
-2	-5	-1	-0.4	2	2	CCn1c(COc2ccccc2OC)nc2ccccc21	-3
x	-5	-2	0.8	0	-1	COc1ccccc1NC(NC(=O)c1ccco1)C(=O)c1ccccc1 (stereo not given)	1
-3	2	-2	-2.1	1	8	Cc1ccc(CN2CCN(Cc3cn[nH]c3C3CCCCC3)CC2CCO)cc1 (stereo not given)	2
-1	-6	3	2.5	0	11	COc1ccc(S(=O)(=O)N2CCCCCC2)cc1C(=O)N(CC(C)C)C1CCS(=O)(=O)C1 (stereo not given)	x
12	-7	3	x	3	2	Cc1ccc(S(=O)(=O)N2CCCC2C(=O)OCc2ccccc2)cc1 (stereo not given)	x
11	x	-1	-0.5	-4	0	C[C@H]1CN([C@@H](C)CO)C(=O)Cc2cc(N(C)C)ccc2O[C@@H]1CN(C)Cc1ccc(Oc2ccccc2)cc1	2[16.7 µM]
-1	-10	5	0.1	3	-4	COc1ccc(NC(=O)CSCC(=O)NCc2ccco2)cc1	2
-1	x	-1	-1.1	-1	5	COCCNc1ncnc2c1ncn2[C@H]1CN(Cc2ccc(Cl)cc2)C[C@@H](CO)O1	-5
4	3	20	1.2	9	-1	CS(=O)(=O)N1CC(C(=O)O)Oc2ccc(CC(=O)O)cc21 (stereo not given)	-5
8	x	1	x	-3	3	CSc1nc2[nH]ncc2c(=O)n1-c1ccccc1	x
9	0	0	-1.3	0	1	C[C@@H](NC(=O)C[C@H]1C[C@H]2c3cc(NC(=O)C4CCC4)ccc3O[C@H]2[C@@H](CO)O1)c1ccccc1	-1[16.7 µM]
19	-2	-4	0.5	1	-4	COc1ccccc1CNC(=O)C[C@@H]1C[C@@H]2c3cc(NC(=O)Nc4ccccc4F)ccc3O[C@@H]2[C@@H](CO)O1	-4[16.7 µM]
-2	0	0	1.7	-1	5	COC(=O)CSc1nnc(CNC(=O)c2ccc(S(=O)(=O)N3CCOCC3)cc2)n1C	x
0	-1	-1	1.1	4	-6	c1ccc(OCc2nnc3n2N=C(c2ccccc2)CS3)cc1	x
8	-4	-2	-1.1	3	-2	COc1ccc(-c2noc(N3CCC(C(=O)Nc4ccccc4Cl)CC3)n2)cc1	-10
-5	12	1	-1.6	1	-3	C[C@@H]1CN([C@H](C)CO)C(=O)c2cc(-c3ccc(C#N)cc3)cnc2O[C@@H]1CN(C)C(=O)Nc1ccccc1	-1[16.7 µM]
x	0	12	-0.3	2	4	Cc1cc(C)cc(C(=O)NCC(=O)OCC(=O)NCc2ccco2)c1	x

(continued)
DENV2 CPE rescue	SIRT5 inh	Casp6 inh	F508del corr	ERAP1 inh	ERp5 block	SMILES	miR122 inh
5	-2	4	1.7	2	-9	COc1ccc(/C=C2\SC(=O)N(CCNC(=O)Cn3[nH]c(=O)c4ccccc4c3=O)C2=O)cc1	x
-5	0	3	0.0	-1	1	CN(C)S(=O)(=O)c1cccc(C(=O)Nc2cc(S(=O)(=O)N3CCOCC3)ccc2N2CCCC2)c1	-8
u	x	2	-1.8	-2	-3	CCCC[C@@H]1CNCCN1CCCc1cc(OC)c(OC)c(OC)c1	5
-1	-2	-1	0.7	0	2	CCN(CC)c1ccc(NC(=O)c2ccc3c(c2)OCO3)cc1	x
3	x	x	-2.2	x	x	CCNC(=O)Nc1ccc2c(c1)C(=O)N(C)[C@@H]1CC[C@@H](CC(=O)NCCN3CCCC3)O[C@H]1CO2	-10[16.7 µM]
